Assay outcomes deposited in PubChem by Johns Hopkins Ion Channel Center.
KCNQ1 act: potentiators or activators of KCNQ1 channel, primary screen, cell-based, thallium flux, high-throughput; CHO-K1 KCNQ1, thallium flux FluxOR fluorescence; hits give high values; B-score at 10 µM; hit rate 0.35% among 310,000; Potassium voltage-gated channel subfamily KQT member 1 (Homo sapiens), P51787;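 active = fluorescence ratio B-score, a plate-corrected score, at least three library SD, with initial intensity B-score within 5 SD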
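System: Stable KCNQ1 CHO-K1 line | Incubation: 90 min dye loading and 20 min compound exposure, both at room temperature | Measure: Ratio B score | Medium: Assay buffer for compound exposure, DMSO matched across wells | Compound dosing: Single-concentration screen | Probe or stimulus: K+/Tl+ depolarizing stimulus | Measured by: Kinetic FluxOR fluorescence, 10 s baseline plus 110 s post-stimulus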
RGS4 block: RGS4 inhibitors, primary screen, cell-based, HEK293 M3R inducible RGS4, calcium flux; B-score at 10 µM; Fluo-4 calcium flux; hits give high values; triggered by carbachol at its EC20; Regulator of G-protein signaling 4 (Homo sapiens), P49798; hit rate 0.45% among 310,000;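 active = B-score, a plate-corrected calcium signal, over three deviations above library mean, with baseline fluorescence within five deviations of library mean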;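 also: RGS4 expression induced by doxycycline in cells with stable M3 receptor; B-score is computed from the integrated fluorescence ratio over baseline after carbachol; higher B-score means a larger calcium signal and so more RGS4 inhibition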
TMEM16A inh: TMEM16A chloride channel inhibitors, primary screen, cell-based, HTS; Anoctamin-1 (Mus musculus), Q8BHY3; HEK293 TMEM16A/YFP iodide influx fluorescence, ionomycin; normalized B-score (activity score, 25-100; higher = stronger inhibition) at 10 µM; hit rate 1.2% among 310,000; AID 588511, 2011;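 active = ratio plate-corrected score three or more library SD toward inhibition, starting fluorescence score within five deviations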;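 also: score derived from kinetic fluorescence span divided by baseline fluorescence per well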
MrgX1 PAM: positive allosteric modulators of MrgX1, primary screen, HEK293 cells, Fluo-4 calcium flux; hit rate 0.63% among 310,000; FDSS; hits give high values; Mas-related G-protein coupled receptor member X1 (Homo sapiens), Q96LB2; B-score at 10 µM;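 active = plate-corrected calcium response at least 3 library SD above typical, normal starting fluorescence, not activating the receptor alone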;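 also: compound read alongside a low EC10 to EC30 dose of BAM8-22 agonist; peak minus trough fluorescence over baseline measured at the second addition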
TMEM16A act: TMEM16A chloride channel activators or potentiators, primary screen, cell-based, HTS; Anoctamin-1 (Mus musculus), Q8BHY3; hit rate 0.3% among 340,000; AID 623877, 2012; B-score at 10 µM; HEK293 TMEM16A/YFP-H148Q/I152L, iodide quench fluorescence; hits give low values;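 active = fluorescence-ratio B-score plate-corrected deviation score at least 3 library SD below zero, with starting fluorescence score within 5 deviations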;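 also: channel opened by trigger with iodide after compound preincubation; score built on the fluorescence ratio of max minus min over baseline; more negative score means more quench and so TMEM16A activation or potentiation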
KCNK9 inh: KCNK9 potassium channel inhibitors, primary screen, HEK293 cells, thallium flux. Potassium channel subfamily K member 9 (Homo sapiens), Q9NPC2. FluxOR thallium flux fluorescence; hits give low values. B-score at 10 µM. hit rate 1.2% among 310,000. AID 488922, 2010;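 active = ratio B-score over 3 SD below the library mean, with starting fluorescence within 5 SD of its mean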;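 also: negative B-score means less thallium flux so channel inhibition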
hERG protect: hERG rescue from dofetilide block, primary screen, cell-based, CHO-hERG, FluxOR thallium flux, dofetilide IC70; Voltage-gated inwardly rectifying potassium channel KCNH2 (Homo sapiens), Q12809; dofetilide IC70 present; activation (rescue from dofetilide block), less the hit threshold, % at 10 µM; hit rate 0.51% among 310,000; AID 1511, 2009;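 active = activation above the mean of controls blocked by dofetilide plus 5 SD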;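 also: thallium influx through hERG after potassium depolarization seen as dye fluorescence rise; in these data hits start at about 4.7%; inactives centre near -7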
Target sequence (Q12809 whole entry, looked up): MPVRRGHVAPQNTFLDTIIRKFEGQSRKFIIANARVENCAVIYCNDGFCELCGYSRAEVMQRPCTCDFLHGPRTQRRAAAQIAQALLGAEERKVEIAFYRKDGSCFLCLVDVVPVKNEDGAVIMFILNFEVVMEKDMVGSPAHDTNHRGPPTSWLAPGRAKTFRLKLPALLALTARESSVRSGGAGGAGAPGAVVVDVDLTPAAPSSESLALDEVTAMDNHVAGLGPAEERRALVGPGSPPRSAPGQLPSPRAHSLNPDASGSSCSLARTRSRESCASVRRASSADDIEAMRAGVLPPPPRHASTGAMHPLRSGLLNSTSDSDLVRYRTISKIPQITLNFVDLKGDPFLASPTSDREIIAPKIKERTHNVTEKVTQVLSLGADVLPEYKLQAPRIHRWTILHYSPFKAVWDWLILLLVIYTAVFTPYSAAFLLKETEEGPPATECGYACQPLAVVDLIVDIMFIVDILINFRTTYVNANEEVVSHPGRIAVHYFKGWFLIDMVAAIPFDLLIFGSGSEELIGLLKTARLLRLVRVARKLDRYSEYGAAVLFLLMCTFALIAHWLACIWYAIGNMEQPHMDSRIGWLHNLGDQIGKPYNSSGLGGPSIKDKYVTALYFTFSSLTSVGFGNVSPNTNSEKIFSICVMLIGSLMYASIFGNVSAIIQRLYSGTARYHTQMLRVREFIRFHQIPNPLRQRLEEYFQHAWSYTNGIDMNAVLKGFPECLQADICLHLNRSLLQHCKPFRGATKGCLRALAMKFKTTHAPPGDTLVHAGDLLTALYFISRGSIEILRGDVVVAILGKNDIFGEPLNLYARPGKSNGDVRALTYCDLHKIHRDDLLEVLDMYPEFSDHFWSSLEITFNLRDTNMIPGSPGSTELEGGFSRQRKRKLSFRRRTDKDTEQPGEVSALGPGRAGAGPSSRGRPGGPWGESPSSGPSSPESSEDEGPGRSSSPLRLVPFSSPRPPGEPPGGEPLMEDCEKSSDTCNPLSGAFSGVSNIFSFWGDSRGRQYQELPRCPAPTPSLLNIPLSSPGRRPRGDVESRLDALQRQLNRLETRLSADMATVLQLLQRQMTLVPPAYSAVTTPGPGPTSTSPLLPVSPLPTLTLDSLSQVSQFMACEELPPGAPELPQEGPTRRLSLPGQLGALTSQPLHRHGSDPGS
KCNQ1 inh: inhibitors of human KCNQ1 channel, primary screen, cell-based, thallium flux, high-throughput; Potassium voltage-gated channel subfamily KQT member 1 (Homo sapiens), P51787; CHO-K1 KCNQ1, FluxOR thallium flux fluorescence; hits give high values; B-score at 10 µM; hit rate 1.3% among 310,000; AID 2642, 2010;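 active = compounds whose thallium flux B-score, printed positive for inhibition, exceeds three library SD while starting fluorescence stays within three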;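 also: channel opened by potassium depolarization with thallium stimulus after 20 min compound exposure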
RGS4 pot: RGS4 potentiators or activators, primary screen, cell-based, HEK293 M3R inducible RGS4, calcium flux; AID 463111, 2010; B-score at 10 µM; hit rate 0.92% among 310,000; carbachol calcium flux Fluo4; hits give low values;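 active = B-score of the integrated calcium signal more than 4 SD below the library mean, with starting fluorescence not abnormally high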;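 also: negative B-score means reduced calcium response which marks RGS4 activation or potentiation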
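Also added: carbachol at ECmax as muscarinic agonist stimulus; Assay system: HEK293 cells with stable M3R and inducible RGS4; Timing: overnight RGS4 induction, 30 min dye load 37 °C, 20 min compound RT; Measured by: Fluo4-AM (2 µM) calcium-flux fluorescence, kinetic read.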
KCNK3 block: human KCNK3 channel inhibitors, primary screen, CHO cells, FluxOR thallium flux, B-score; Potassium channel subfamily K member 3 (Homo sapiens), O14649; hit rate 0.84% among 340,000; B-score at 10 µM; FluxOR fluorescence; hits give low values;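 active = B-score under library mean minus 4 SD, starting fluorescence ratio at most library mean plus 5 SD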;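 also: more negative B-score means stronger inhibition of thallium flux through KCNK3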
MrgX1 ag: agonists of human MrgX1 receptor, primary screen, HEK293 cells, Fluo-4 calcium flux; Mas-related G-protein coupled receptor member X1 (Homo sapiens), Q96LB2; Fluo-4 calcium fluorescence, agonist mode; hits give high values; B-score at 10 µM; hit rate 0.44% among 310,000; AID 588627, 2011;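 active = calcium response B-score plate-corrected fluorescence ratio at least 3 library SD, with starting fluorescence B-score inside 5 SD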
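Assay system: stable human MrgX1 HEK293 cell line. Quantity: 15,000 cells per well. Schedule: cells plated overnight, dye loaded 0.5 h 37 °C, 0.5 h room temperature. Detection: Fluo-4 NW calcium-flux fluorescence, kinetic read. Read-out basis: peak-minus-minimum fluorescence over baseline, converted to B scores. Control set: positive and negative control wells on each plate.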
Active calls of the source: *; i = inactive; x = not tested or not shown.

SMILES	KCNQ1 act	RGS4 block	TMEM16A inh	MrgX1 PAM	TMEM16A act	KCNK9 inh	hERG protect	KCNQ1 inh	RGS4 pot	KCNK3 block	MrgX1 ag
CCC(=O)NC(c1ccc(OC)c(OC)c1)c1cc(Cl)c2cccnc2c1O (configuration not stated)	i	i	x	x	i	i	-4	i	i	i	x
CCC(C)c1ccc(OCc2ccc(C(=O)OC)o2)cc1 (configuration not stated)	i	i	i	i	i	i	-8	i	i	i	i
Cc1ccc(C(=O)NC(C)c2ccc(-n3ccnc3)cc2)o1 (configuration not stated)	i	i	i	i	i	i	-11	i	i	i	i
CCOC(=O)C1CCN(C2CCN(C(=O)c3oc4c(F)cccc4c3C)CC2)CC1	i	i	i	i	i	i	-7	i	i	i	i
CC(=O)Nc1ccc(S(=O)(=O)Nc2cccc(NC(=O)C(C)(C)C)c2)cc1	i	i	i	i	i	i	-11	i	i	i	i
CN(CC(=O)Nc1ccc(Cl)cc1)C(=O)CCc1nc2sc3c(c2c(=O)[nH]1)CCCC3	i	i	i	i	i	i	-9	i	i	i	i
COc1ccc(N2C(=NC(=O)C3CCCCC3)SC3CS(=O)(=O)CC32)c(OC)c1 (configuration not stated)	i	i	i	i	i	i	-9	i	i	i	i
COc1cc(N)n(S(=O)(=O)c2ccc(C)cc2)n1	i	i	i	i	i	i	-4	i	i	i	i
CCCC(=O)N(CCN1CCOCC1)c1nc2c(OC)ccc(C)c2s1	i	i	i	i	i	i	-13	i	i	i	i
O=C(O)COc1ccc(NC(=O)c2ccc(NC(=O)c3ccco3)cc2)cc1	i	i	i	i	i	i	-5	i	i	i	i
Cc1cccc(NC(=O)COc2ccc(-c3nn(C)c(=O)c4ccccc34)cc2)c1	i	i	i	i	i	i	-7	6*	i	-12*	i
CS(=O)(=O)c1ccc(NC(=O)CCN2C(=O)C3CC=CCC3C2=O)cc1 (configuration not stated)	i	i	i	i	i	i	-21	i	i	i	i
COc1ccc(F)cc1S(=O)(=O)Nc1ccc(C)cc1	i	i	i	i	i	i	-9	i	i	i	i
COc1ccc(N2CCN(S(=O)(=O)CCNC(=O)C3CCCCC3)CC2)cc1	i	i	i	i	i	i	-9	i	i	i	i
Oc1cccnc1CCc1ccccc1	i	i	i	i	i	i	-2	i	i	i	i
COc1ccc(NC(=O)COC(C)=O)cc1OC	i	i	i	i	i	i	-16	i	i	i	i
Cc1cc(NC(=O)c2ccc(C#N)cc2)n(-c2ccccn2)n1	i	i	i	i	-30*	i	-12	i	i	i	i
CCOC(=O)Nc1cccc(NC(=O)c2cc(OC)cc(OC)c2)c1	i	i	i	i	i	i	-18	i	i	i	i
Cc1ccccc1NC(=O)c1sc(NC(=O)C2CC2)nc1C	i	i	i	i	i	i	-7	i	i	i	i
COc1ccc(CNC(=O)CCC(=O)N2CC(C)Oc3ccccc32)cc1 (configuration not stated)	i	i	i	i	i	i	-7	i	i	i	i
CCC1CCCCN1CCCNC(=O)c1ccc2c(c1)NC(=O)CN2C (configuration not stated)	i	i	i	i	i	i	-5	i	i	i	i
CN1C(=O)[C@H]2[C@@H](C3CC3)N3C(=O)CN(Cc4ccccn4)C(=O)[C@@]3(Cc3ccccc3)[C@H]2C1=O	i	i	i	i	i	i	-2	i	i	i	i
CSCCC(NC(=O)c1ccc(Cl)cc1)C(=O)OCC(=O)Nc1ccc(C#N)cc1 (configuration not stated)	i	i	i	i	i	i	-12	i	i	i	i
COC(=O)C1=C[C@@H](C(=O)OC)[C@@H]2C3=C(C(=O)[C@]2(CC(C)C)NC(=O)c2ccccc2)[C@H](C)n2c(=O)n(-c4ccccc4)c(=O)n2[C@@H]3C1	i	i	i	i	i	i	-8	i	i	i	i
C=CCNC(=O)N1CCC(c2nc3ccccc3s2)CC1	i	i	i	i	i	i	-4	i	i	i	i
Cc1cc(C)c(S(=O)(=O)NCCc2cc3ccc(C)c(C)c3[nH]c2=O)c(C)c1	i	i	i	i	i	i	-6	i	i	i	i
COc1ccc(-n2nnnc2SCC(=O)Nc2nnc(C)s2)cc1OC	i	i	i	i	i	i	-3	i	i	i	i
CCOc1ccccc1Oc1c(C)oc2cc(OC(=O)N3CCOCC3)ccc2c1=O	i	i	i	i	i	i	-6	i	i	i	i
O=C(c1ccc(N2CCC3(CC2)OCCO3)c([N+](=O)[O-])c1)N1CCOCC1	i	i	i	i	i	i	-11	i	i	i	i
O=C(COc1ccccc1)Nc1nonc1NC(=O)COc1ccccc1	i	i	i	i	i	i	-9	i	i	i	i
CC1(C)CC(=O)c2cnc(N3CCc4ccccc4C3)nc2C1	i	i	i	i	i	i	0	i	i	i	i
Cc1cn2c(nc1=O)OC1CC2OC1CO (configuration not stated)	i	i	i	i	i	i	-7	i	i	i	i
Oc1ccc2ccccc2c1C=NCc1cn2ccsc2n1	i	i	i	i	i	i	-10	i	i	i	i
O=C(c1ccc(F)cc1)N1CCN(c2ccccn2)CC1	i	i	i	i	i	i	-7	i	i	i	i
O=C(Nc1ccc(Br)cc1Br)C1CC(=O)N(Cc2ccccc2)C1 (configuration not stated)	i	i	i	i	i	i	-6	i	i	i	i
CCC(C)N(C(=O)Cn1nc(C)c([N+](=O)[O-])c1C)C1CCS(=O)(=O)C1 (configuration not stated)	i	i	i	i	i	i	-6	i	i	i	i
CC1Sc2ccc(S(=O)(=O)NCCc3ccc(Cl)cc3)cc2NC1=O (configuration not stated)	i	i	i	i	i	i	-4	i	i	i	i
O=C(Nc1cccn(Cc2c(F)cccc2Cl)c1=O)NC1CCCCC1	i	i	i	i	i	i	-6	i	i	i	i
Cc1ccc(N(C)C(=O)C2CCCN2S(=O)(=O)c2cccc3nsnc23)cc1 (configuration not stated)	i	i	i	i	i	i	-17	i	i	i	i
CCCCCCn1c(C(C)O)nc2ccccc21 (configuration not stated)	i	i	i	i	i	i	-8	i	i	i	i
COc1ccc(C(=O)Nc2ccc3nc(C)sc3c2)cc1OC	i	i	i	i	i	i	-10	i	i	i	i
CCOc1ccccc1NC(=S)N(CCCN1CCOCC1)Cc1cn(C)c2ccccc12	i	i	i	i	i	i	-6	i	i	i	i
CCCC(=O)c1cc(F)c(N2CCN(CCC#N)CC2)cc1C	i	i	i	i	i	i	-9	i	i	i	i
Cc1ccc(S(=O)(=O)/N=C(/Nc2ccc(F)cc2F)c2ccc(F)cc2)cc1	i	i	i	i	i	i	-5	i	i	i	i
CCCCNC(=O)c1cn(CC)c2cc(N3CCN(C(=O)c4ccco4)CC3)c(F)cc2c1=O	i	i	i	i	i	i	-13	i	i	i	i
O=C(Nc1ccccc1)c1ccc(NCCN2C(=O)CCC2=O)c([N+](=O)[O-])c1	i	i	i	i	i	i	-7	i	i	i	i
Clc1ccc(/C=N\Nc2ccccc2)cc1	i	i	i	i	i	i	-7	i	i	i	i
CCc1ccc(NC(=O)N2CCC(c3ccccc3)C2)cc1 (configuration not stated)	i	i	i	i	i	i	-13	i	i	i	i
CN(C(=O)c1ccccc1[N+](=O)[O-])c1ccccc1C(=O)NCc1ccccc1	i	i	i	i	i	i	-12	i	i	i	i
CC1(c2ccc(Cl)c(Cl)c2)NC(=S)N2C1NC(=S)N2c1ccccc1 (configuration not stated)	i	i	i	i	i	i	-13	i	i	i	i
O=C(CN1CCc2ccccc21)Nc1ccc2c(c1)OCO2	i	i	i	i	i	i	-8	i	i	i	i
O=S(=O)(NCCNS(=O)(=O)c1cccs1)c1cccs1	i	i	i	i	i	i	-5	i	i	i	i
CC1CN(c2nnc(-c3ccccc3)c3ccccc23)CC(C)O1 (configuration not stated)	i	i	i	i	i	i	-7	i	i	i	i
CC(C)(C)Cc1nnc(NC(=O)c2cc(-c3ccccc3)nc3ccccc23)s1	i	i	i	i	i	i	-6	11*	i	i	i
COc1ccc(-c2coc3c(C)c4oc(=O)c(CC(=O)O)c(C)c4cc23)cc1	i	i	x	x	i	i	-12	i	i	i	x
Cc1cc2ncc(-c3ccc(Cl)cc3)c(N)n2n1	i	i	i	i	i	i	-10	i	i	i	i
Cc1cccc(NC(=S)NC(C)C(c2cccs2)N2CCN(C)CC2)c1C (configuration not stated)	i	i	i	i	i	i	-15	i	i	i	i
COc1ccc(-c2cc(C(=O)NCCc3ccc(S(N)(=O)=O)cc3)c3ccccc3n2)cc1	i	i	i	i	i	i	-8	i	i	i	i
CCNc1nc(NCC)nc(OCCOC(C)=O)n1	i	i	i	i	i	i	-6	i	i	i	i
CCOC(=O)c1c(C)[nH]c(C)c1S(=O)(=O)N(C)CC(=O)Nc1ccccc1	i	i	i	i	i	i	-9	i	i	i	i
O=C1CCNc2c(Cl)cc(Cl)cc21	i	i	i	i	i	i	-11	i	i	i	i
CCS(=O)(=O)Nc1cccc(C2=NN(S(=O)(=O)c3ccccc3)C(c3cccs3)C2)c1 (configuration not stated)	i	i	i	i	i	i	-1	i	i	i	i
